Source: PubChem BioAssay (The Scripps Research Institute Molecular Screening Center)
FBW7 activator: human FBW7 E3 ligase activation, primary screen; AlphaScreen FBW7–phospho-cyclin E peptide binding, activator screen; 650,000 compounds, 0.13% hits; normalized activity (activation), % at 26.1 µM; in the data active means normalized activity above about 1.9%;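 further: purified mutant Fbw7 with reduced substrate affinity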
GPR151 ag: activators of human GPR151 | Q8TDV0 | PathHunter beta-arrestin GPR151 cells, luminescence | activation, % at 11.2 µM | 650,000 compounds, 1% hits | AID 1508602; in the data active means activation above about 4.9%;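 further: 0% = median of compound wells and 100% = cells with positive control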
Target sequence (Q8TDV0 whole entry, looked up): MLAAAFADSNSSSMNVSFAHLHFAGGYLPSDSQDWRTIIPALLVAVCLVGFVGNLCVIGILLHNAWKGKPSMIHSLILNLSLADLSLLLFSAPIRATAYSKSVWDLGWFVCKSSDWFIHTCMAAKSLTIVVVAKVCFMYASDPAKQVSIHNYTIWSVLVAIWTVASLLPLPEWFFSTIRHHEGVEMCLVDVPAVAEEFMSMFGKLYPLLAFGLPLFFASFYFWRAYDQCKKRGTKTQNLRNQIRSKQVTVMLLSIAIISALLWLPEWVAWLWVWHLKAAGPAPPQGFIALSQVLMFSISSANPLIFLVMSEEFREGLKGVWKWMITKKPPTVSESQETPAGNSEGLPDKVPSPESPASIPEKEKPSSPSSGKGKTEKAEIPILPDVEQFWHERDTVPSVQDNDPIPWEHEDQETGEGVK
TEAD-YAP block: TEAD-YAP interaction inhibition; HEK-TIYL cells, TEAD-Gal4/YAP UAS-luciferase luminescence; inhibition, % at 9.12 µM; 640,000 compounds, 1.4% hits; AID 1259422; in the data active means inhibition above about 32%;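 further: 0% = median of test compound wells and 100% = reference inhibitor wells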
MITF inh: blocks human microphthalmia-associated transcription factor | 650,000 compounds, 0.91% hits | AID 1259374 | O75030 | AlphaScreen MITF homodimerization, bead proximity signal | inhibition, % at 2.6 µM; in the data active means inhibition above about 50%;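 further: 0% = vehicle wells with protein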
Target sequence (O75030 whole entry, looked up): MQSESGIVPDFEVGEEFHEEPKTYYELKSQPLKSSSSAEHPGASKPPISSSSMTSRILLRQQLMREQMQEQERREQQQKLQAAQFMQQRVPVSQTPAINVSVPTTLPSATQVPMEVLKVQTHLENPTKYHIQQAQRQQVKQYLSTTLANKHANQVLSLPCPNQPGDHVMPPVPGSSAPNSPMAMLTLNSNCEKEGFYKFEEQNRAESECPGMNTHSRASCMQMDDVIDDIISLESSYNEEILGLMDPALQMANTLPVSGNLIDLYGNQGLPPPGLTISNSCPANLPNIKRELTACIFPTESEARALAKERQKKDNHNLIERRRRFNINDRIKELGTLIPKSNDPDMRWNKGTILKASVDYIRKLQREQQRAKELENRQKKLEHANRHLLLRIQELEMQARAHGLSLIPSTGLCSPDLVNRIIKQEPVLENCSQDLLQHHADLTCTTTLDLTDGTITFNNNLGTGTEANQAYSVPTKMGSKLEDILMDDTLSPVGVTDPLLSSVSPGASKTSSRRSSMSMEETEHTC
Numbers without * were called inactive.

Key to letters – A = FBW7 activator; B = GPR151 ag; C = TEAD-YAP block; D = MITF inh
> O=C1C2CCCN2C(=S)N1c1ccccc1Cl (centres undefined)
  A: 0.1	B: 2.3	C: 8	D: 17

> O=C(COC(=O)c1cc(=O)[nH]c2ccccc12)c1cccs1
  A: 0.0	B: 0.6	C: 9	D: 7

> CSc1cccc(NC(=O)CSc2cc(=O)n(C)c3ccccc23)c1
  A: -0.1	B: 0.1	C: 8	D: 5

> CC(C)CN(CCCNC(=O)C1CC(=O)N(C2CCCC2)C1)CC(C)C (centres undefined)
  A: 0.0	B: 0.3	C: 0	D: 10

> CCOC(=O)CSc1nc2cccnc2n1-c1ccccc1OC
  A: 0.0	B: 0.3	C: -12	D: 2

> CCc1ccc(C2=NC(c3c(F)cccc3Cl)NC(c3ccccc3O)C2)cc1 (centres undefined)
  A: -0.1	B: 2.0	C: -46	D: 5

> COc1cccc(C2C(C#N)=C(N)OC(C)=C2C(C)=O)c1OC (centres undefined)
  A: 0.7	B: -1.0	C: 2	D: 18

> COCCN(C(C)=O)c1nnc(-c2cccnc2)s1
  A: -0.3	B: -0.6	C: -6	D: -12

> O=C(NC1CCCC1)C(c1cccnc1)N(Cc1ccco1)C(=O)c1ccco1 (centres undefined)
  A: 0.2	B: -0.7	C: 7	D: 18

> C/C(=N\NC(=O)CNc1cccc(C)c1)c1ccc(Br)s1
  A: 0.0	B: -0.2	C: 9	D: 2

> COC(=O)c1cc(N2Cc3ccccc3C2=N)ccc1O
  A: -0.1	B: -0.3	C: 12	D: -2

> Nc1nonc1-c1nc2ccccc2n1CC(=O)N/N=C\c1cccc(F)c1
  A: -0.1	B: 1.4	C: 11	D: -2

> O=C1OC(c2cccs2)=N/C1=C\c1cccc(Br)c1
  A: -0.1	B: 0.3	C: -1	D: -5

> CCCCN(C(=O)c1cn(C)nc1C)c1ccccc1
  A: -0.1	B: -0.2	C: -12	D: -2

> Cc1ccc2c(c1)C(O)(CC(=O)c1ccc(Br)cc1)C(=O)N2 (centres undefined)
  A: -0.2	B: 2.2	C: 4	D: 2

> NC(C(=O)N1CCN(c2ccc3[nH]ncc3c2)CC1)c1cccc(Br)c1 (centres undefined)
  A: -0.1	B: -1.1	C: -11	D: 11

> CS(=O)(=O)N(Cc1ccccc1Cl)c1ccc(C(=O)NCc2cccnc2)cc1
  A: 0.0	B: -0.1	C: 6	D: 7

> COc1ccc2c(c1OC)C(=O)OC2Nc1ccc(Br)cc1 (centres undefined)
  A: 0.0	B: 2.3	C: 10	D: 12

> COC(=O)/C(=C/c1ccco1)NC(=O)c1ccco1
  A: 0.3	B: 1.1	C: 12	D: 7

> O=C(NCC1CCCO1)c1ccc2c(c1)ncn2-c1cccc(F)c1 (centres undefined)
  A: -0.1	B: 1.5	C: -5	D: -4

> CS(=O)(=O)c1cnc2ncnn2c1C1CCN(C(=O)C2CCCC2)CC1
  A: 0.7	B: -0.3	C: 5	D: 18

> Nc1nnc(SCc2cn3ccccc3n2)s1
  A: 0.1	B: -1.7	C: -18	D: -9

> COc1ccc(C(O)CNc2ccc(C)cc2)cc1 (centres undefined)
  A: -0.2	B: -0.2	C: 0	D: -4

> COc1ccc(OC(=O)C(C)Oc2ccccc2F)cc1 (centres undefined)
  A: 0.0	B: 0.0	C: -1	D: -9

> Cc1ccc(Cl)cc1NC(=O)c1ccc([N+](=O)[O-])o1
  A: 0.3	B: -3.3	C: 7	D: 21

> Clc1nc(NCc2ccccc2)c2[nH]cnc2n1
  A: 0.0	B: 1.4	C: 4	D: 5

> O=C(O)CC1(CC(=O)Nc2ccc3sccc3c2)CCCCC1
  A: 0.3	B: 0.3	C: 6	D: -3

> CC(=O)Nc1c2c(nn1-c1ccc(C)cc1)CS(=O)(=O)C2
  A: 0.8	B: -0.1	C: 6	D: 24

> COc1cc(/C=C/C(=O)O)cc(S(=O)(=O)NCc2ccco2)c1OC
  A: -0.1	B: -0.8	C: -5	D: -4

> CCOc1ccccc1NC(=O)CN(C)S(=O)(=O)c1ccc2ccccc2c1
  A: -0.1	B: 0.2	C: -7	D: 3

> Cc1c(C(=O)Nc2cccc(C(F)(F)F)c2)sc2ncnc(N3CCC(C)CC3)c12
  A: -0.1	B: 0.8	C: -8	D: -2

> O=C(C1CCCO1)N1CCN(CC(O)COc2cc(Cl)ccc2Cl)CC1 (centres undefined)
  A: -0.2	B: 2.1	C: 2	D: 34

> COc1cccc(CNC(=O)CC2C(=O)NCCN2CCCc2ccccc2)c1 (centres undefined)
  A: -0.1	B: 0.3	C: -12	D: -3

> CC1Sc2ccccc2N(CC(=O)N2CCCC2)C1=O (centres undefined)
  A: 0.5	B: 1.1	C: 0	D: 19

> COc1ccc(-n2cc(C(=O)Nc3ccccc3F)c3ccccc3c2=O)cc1
  A: -0.1	B: 1.3	C: 17	D: 3

> CC(C)OCCCNC(=O)C(=O)Nc1ccc2c(c1)OCO2
  A: -0.1	B: -0.5	C: -25	D: -7

> COc1ccc(CC(=O)N/N=C(\C)CC(=O)Nc2ccc(N(C)C)cc2)cc1
  A: 0.0	B: 0.7	C: 2	D: 9

> Cc1nn2c(-c3cccc(NS(=O)(=O)c4ccc(F)cc4)c3)nnc2c2ccccc12
  A: 0.0	B: -1.4	C: -11	D: 15

> CS(=O)(=O)c1ncc(Cl)c(C(=O)Nc2ccccc2Br)n1
  A: 0.0	B: 2.0	C: -9	D: 12

> CC1=CC(C)(C)N(S(=O)(=O)c2ccc(Br)cc2)c2ccc(C)cc21
  A: -0.2	B: 0.0	C: 58*	D: -12

> CC(C)CNC(=O)C(=O)NCC(c1ccco1)S(=O)(=O)c1ccccc1 (centres undefined)
  A: 0.1	B: 0.3	C: -4	D: 0

> Cc1cccc(Oc2cc(NC(=O)c3ccc(Br)cc3)cc(Oc3cccc(C)c3)c2)c1
  A: 0.1	B: -0.9	C: -3	D: 9

> C=CCc1ccccc1OCc1nnc(NC(=O)Nc2cccc(OC)c2)s1
  A: -0.1	B: 0.6	C: 9	D: -1

> O=C(Nc1ccc(F)cc1)c1cnn(-c2ccc(Cl)cc2)c1C1CCNCC1
  A: 0.0	B: -0.3	C: -1	D: -3

> Cc1ccc(C)c(Nc2nc(-c3ccccc3O)nc3ccccc23)c1
  A: -0.1	B: 0.3	C: 0	D: -7

> O=CNC(c1ccc(Cl)cc1)c1ccc(Cl)cc1
  A: 0.3	B: 0.0	C: 12	D: 8

> CCN1CCN(c2nc3c(c(=O)n(C)c(=O)n3C)n2Cc2ccccc2Cl)CC1
  A: 0.0	B: -1.0	C: -2	D: 6

> O=C(Nc1ccc(O)c(-c2nc3ccccc3o2)c1)c1cccc2c(Br)cccc12
  A: -0.1	B: 2.5	C: 4	D: -12

> O=C1NN(c2ccc(Cl)cc2)C(=O)/C1=C/c1ccc(O)cc1O
  A: -0.1	B: 1.8	C: -2	D: 9

> C=C(C)CN1C(=O)NC(CC)(C2CCN(C(=O)Cc3cccc(F)c3)CC2)C1=O (centres undefined)
  A: 0.6	B: 0.9	C: 6	D: 10

> CCN(CC)C(=O)C1CCCN(Cc2ccc3c(c2)OCO3)C1 (centres undefined)
  A: -0.2	B: 0.8	C: -10	D: 26

> Clc1ccccc1C1Nc2ccc3ccccc3c2C2C=CCC21 (centres undefined)
  A: 0.1	B: 0.1	C: -3	D: 9

> COc1ccc(OC)c(-n2c(CNC(=O)c3cc(OC)c(OC)c(OC)c3)nnc2SCC(=O)Nc2nccs2)c1
  A: 0.0	B: 0.6	C: -1	D: 6

> COc1ccc(C2C(C(=O)O)CC(=O)N2Cc2ccccc2)cc1 (centres undefined)
  A: 0.4	B: 0.5	C: 7	D: 15

> Cc1nc2cnc(-c3cccc(F)c3)cn2c1NC(=O)CC1CCOCC1
  A: 0.9	B: 0.1	C: 1	D: 4

> COC(=O)c1ccc(NC(=O)CSc2nnc(N)s2)cc1
  A: 0.1	B: -0.1	C: 14	D: 0

> COC(CNCc1c(C(=O)O)n(C)c2ccccc12)OC
  A: 0.0	B: 1.3	C: 3	D: 5

> CS(=O)(=O)N(CC(=O)Nc1ccc(C(N)=O)cc1)c1ccccc1Cl
  A: 0.0	B: 1.6	C: -7	D: 6

> Cc1ccc(OCC(=O)N/N=C\c2ccccc2F)c([N+](=O)[O-])c1
  A: 0.8	B: -0.6	C: 1	D: 10

> CSCCC(NC(N)=O)C(=O)NNC(=O)c1cc(-c2ccccc2)n[nH]1 (centres undefined)
  A: 0.0	B: 2.2	C: -4	D: 11

Looked up one by one from above (3):
Key to letters – A = FBW7 activator; B = GPR151 ag; C = TEAD-YAP block; D = MITF inh
> O=C1NN(c2ccc(Cl)cc2)C(=O)/C1=C/c1ccc(O)cc1O
  A: -0.1	B: 1.8	C: -2	D: 9

> CSCCC(NC(N)=O)C(=O)NNC(=O)c1cc(-c2ccccc2)n[nH]1 (centres undefined)
  A: 0.0	B: 2.2	C: -4	D: 11

> COc1ccc(OC)c(-n2c(CNC(=O)c3cc(OC)c(OC)c(OC)c3)nnc2SCC(=O)Nc2nccs2)c1
  A: 0.0	B: 0.6	C: -1	D: 6

New compounds follow.
Key to letters – A = FBW7 activator; B = GPR151 ag; C = TEAD-YAP block; D = MITF inh
> O=C(Nc1ccc(Br)cn1)c1nn2c(C(F)(F)F)cc(-c3ccc(Br)cc3)nc2c1Cl
  A: 0.4	B: -0.7	C: 5	D: 2

> CONC(=O)c1cnc2sc(C)cn2c1=O
  A: -0.4	B: -1.1	C: -5	D: -21

> O=C(CCc1ccccc1)Nc1ccnn1C1CCN(C(=O)C2CCC2)CC1
  A: 0.1	B: 0.9	C: 3	D: -3

> CC(C)[C@H](NC(=O)c1ccccc1F)C(=O)O
  A: -0.3	B: -2.2	C: 2	D: 1

> COc1cccc(C(=O)NNC(=O)c2ccc(-c3ccccc3)cc2)c1
  A: 0.0	B: -1.5	C: -2	D: -4

> CC(C)[C@H]1CN(Cc2ccccc2F)CCN1C(=O)c1ccncc1
  A: -0.1	B: 0.2	C: -10	D: -3

> Cc1nnc(SCC(=O)Nc2cccc(Cl)c2)[nH]c1=O
  A: 0.0	B: 0.3	C: 6	D: 17

> CCCC(=O)Nc1ccc(Cl)c(NC(=O)c2ccccc2[N+](=O)[O-])c1
  A: 0.3	B: -0.4	C: 8	D: 9

> O=C(N/N=C/c1cccc(Cl)c1)c1cncc(Br)c1
  A: 0.0	B: -1.1	C: 7	D: 1

> CCCN1Cc2cccc(C(=O)N3CCN(c4ccc(OC)cc4)CC3)c2C1=O
  A: 0.0	B: 0.2	C: 6	D: -79

> CC(C)(C)N1C(=O)c2ccc(C(=O)NCc3ccco3)cc2C1=O
  A: 0.0	B: 1.5	C: 8	D: 6

> Nc1ccc(C(=O)Nc2cccc(O)c2)cc1
  A: 0.0	B: -5.2	C: 59*	D: 20

> O=C(COc1ccc(Cl)cc1CO)Nc1ccccc1F
  A: 0.1	B: -0.7	C: -60	D: 12

> CC1=CC(C)(C)N(C(=O)CSc2nnc(C)s2)c2ccccc21
  A: 0.2	B: -0.7	C: -10	D: -1

> NC(=O)c1cc(Cc2ccccc2)sc1NC(=O)COc1ccccc1
  A: 0.2	B: -0.4	C: -54	D: 9

> O=C(c1ccc(F)cc1)N1CCCCC(Sc2ncnc3sc4c(c23)CCCC4)C1=O (centres undefined)
  A: -0.1	B: -1.3	C: -17	D: -1

> COCCCNc1nc2c(-c3ccc(Cl)cc3)nnn2c2ccccc12
  A: 0.0	B: 0.9	C: 1	D: 3

> Cc1cc(NC(=O)CCN2CCN(Cc3ccccc3)CC2)no1
  A: 0.0	B: 0.5	C: -8	D: 3

> CN(Cc1nnc(-c2ccccc2)o1)C(=O)C1CC(Cc2ccc(F)cc2)=NO1 (centres undefined)
  A: -0.2	B: -0.3	C: -33	D: -1

> CC1(C)C2CC=C(/C=N/NC(=O)c3ccccc3Cl)C1C2 (centres undefined)
  A: 0.1	B: -0.7	C: 6	D: -1

> COc1ccc(S(=O)(=O)N2CCN(C(=S)NC3CCCCC3)CC2)cc1
  A: 1.2	B: -0.2	C: 8	D: 22

> Fc1ccc(Cn2nnnc2CN2CCN(c3ccccc3F)CC2)cc1
  A: 0.7	B: 0.2	C: -10	D: -2

> Cc1ccc2ncc(-c3ccc4cc(C)ccc4n3)cc2c1
  A: 0.3	B: -0.5	C: -33	D: 13

> CC(C(=O)C12CC3CC(CC(C3)C1)C2)N1CCOCC1 (centres undefined)
  A: -0.2	B: 0.4	C: -4	D: -1

> CCOC(=O)c1c(NC(=S)Nn2cnnc2)sc2c1CCCCCC2
  A: 0.0	B: 0.3	C: 9	D: 11

> CCOc1ccc(CC(=O)Nc2ccc(N3CCCS3(=O)=O)cc2)cc1
  A: -0.1	B: 1.0	C: 1	D: 1

> COc1ccccc1C1Oc2ccccc2C2CC(c3cccnc3)=NN21 (centres undefined)
  A: 0.2	B: -0.5	C: -23	D: 16

> Cc1c(C(=O)N2CCCCC2)sc(NC(=O)c2cccc([N+](=O)[O-])c2)c1C#N
  A: 0.1	B: 0.2	C: 3	D: -10
